# Source: PubChem
# PfM18AAP inh: PfM18AAP inhibitors, malaria aminopeptidase, primary screen, biochemical, QFRET, recombinant enzyme; AID 1822, 2009; actives 1.2% (n = 290,000); inhibition, % at 7.35 µM; H-Glu-NHMec fluorogenic cleavage;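 active = inhibition above the campaign mean inhibition over all tested compounds plus 3 SD, cut at about 28% in these data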;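 also: 0% = plate median of test compound wells and 100% = 2 mM ZnCl2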
# IDE act: human IDE activators in live cells, primary screen, fluorescence polarization, HEK cells, FAbeta-B substrate. Insulin-degrading enzyme (Homo sapiens), P14735. FAbeta-B cleavage; 0% vehicle, 100% cell-free pure enzyme wells. activation, % at 5.96 µM. actives 0.073% (n = 340,000). AID 493087, 2011;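 active = activation above the mean of all tested compounds plus 3 SD, set per screening campaign, cut at about 17% in these data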
# Target sequence (P14735 whole entry, looked up): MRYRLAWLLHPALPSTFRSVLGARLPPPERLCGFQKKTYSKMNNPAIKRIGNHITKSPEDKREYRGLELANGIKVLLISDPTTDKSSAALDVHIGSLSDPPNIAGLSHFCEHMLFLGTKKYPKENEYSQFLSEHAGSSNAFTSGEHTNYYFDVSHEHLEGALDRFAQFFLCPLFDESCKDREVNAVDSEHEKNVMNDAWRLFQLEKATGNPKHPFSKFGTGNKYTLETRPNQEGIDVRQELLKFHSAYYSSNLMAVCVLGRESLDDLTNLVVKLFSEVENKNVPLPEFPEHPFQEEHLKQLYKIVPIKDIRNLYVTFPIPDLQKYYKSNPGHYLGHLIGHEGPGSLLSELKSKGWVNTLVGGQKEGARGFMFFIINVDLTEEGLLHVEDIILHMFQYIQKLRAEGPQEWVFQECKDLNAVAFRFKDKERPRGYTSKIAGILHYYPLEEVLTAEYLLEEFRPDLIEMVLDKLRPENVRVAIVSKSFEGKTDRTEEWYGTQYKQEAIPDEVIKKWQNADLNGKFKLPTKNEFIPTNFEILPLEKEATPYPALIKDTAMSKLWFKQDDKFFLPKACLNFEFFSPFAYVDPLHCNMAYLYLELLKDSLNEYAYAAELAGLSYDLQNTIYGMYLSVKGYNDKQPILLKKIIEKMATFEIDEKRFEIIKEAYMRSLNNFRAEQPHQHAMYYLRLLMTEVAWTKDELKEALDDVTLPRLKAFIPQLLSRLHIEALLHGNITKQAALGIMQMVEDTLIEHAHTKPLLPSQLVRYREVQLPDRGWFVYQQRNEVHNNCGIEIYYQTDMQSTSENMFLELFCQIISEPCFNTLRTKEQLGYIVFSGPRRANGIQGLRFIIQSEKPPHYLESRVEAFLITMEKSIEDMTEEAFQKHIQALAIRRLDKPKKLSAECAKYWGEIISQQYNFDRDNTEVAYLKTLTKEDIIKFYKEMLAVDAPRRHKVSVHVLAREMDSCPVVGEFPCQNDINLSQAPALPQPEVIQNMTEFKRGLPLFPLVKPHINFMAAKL
# FID counter: compounds displacing fluorescent DNA intercalator, primary screen, artefact control for HCV NS3 helicase inhibitor project, biochemical, FID fluorescence. DNA fluorescent intercalator displacement. actives 0.17% (n = 290,000). inhibition, % at 7.9 µM. AID 1845, 2009; in the data active = inhibition above about 37%;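 also: 0% = vehicle and 100% = reference compound; higher means more ethidium bromide displaced from hairpin DNA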
# SUMO HTRF inh: inhibitors of in vitro SUMOylation cascade, primary screen, biochemical, HTRF, uHTS; SUMO-conjugating enzyme UBC9 (Homo sapiens), P63279; HTRF SUMOylation assay, SAE1/SAE2 + UBC9; inhibition, % at 35 µM; actives 0.36% (n = 290,000); AID 2006, 2009; in the data active = inhibition above about 50%, passing the limit was not always enough; also: strong numbers were not always called active
# p-CIP stab down: p/CIP-EGFP fusion destabilizers, primary screen, fluorescence, F442A cells. Q05BA5. 16 h. decrease of EGFP signal, % at 10 µM. actives 0.01% (n = 290,000);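 active = EGFP signal decrease of at least 30% at 10 µM or well 3 SD below plate mean, unless failing retest; inactive = the rest, including hits failing retest or dose response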; also: some compounds called inactive have numbers as strong as hits; many of its hits are not listed in these tables
# VIM-2 inh: VIM-2 metallo-beta-lactamase inhibitors, primary screen, biochemical, epi-absorbance readout, Pseudomonas aeruginosa enzyme; actives 0.89% (n = 290,000); inhibition, % at 5.6 µM; purified VIM-2, nitrocefin hydrolysis, epi-absorbance fluorescence;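 active = inhibition above the mean of all tested compounds plus 3 SD, cutoff set per screening run, cut at about 7.5% in these data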;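 also: red hydrolysis product quenches plate fluorescence so inhibitors raise well fluorescence; 0% = enzyme with DMSO and 100% = DMSO without enzyme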
# IDE inh: human IDE inhibitors in live cells, primary screen, fluorescence polarization, HEK cells, FAbetaB substrate; Insulin-degrading enzyme (Homo sapiens), P14735; FAbetaB cleavage; inhibition, % at 5.59 µM; actives 0.41% (n = 320,000); AID 434962, 2010;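 active = percent inhibition above the average of all tested compounds plus 3 SD, set per screening campaign, cut at about 16% in these data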;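 also: IDE supplied by intact live HEK cells; FP after avidin binding of uncleaved biotin substrate so inhibition keeps polarization high; 0% = DMSO wells and 100% = 60 µM reference IDE inhibitor Ii1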
# IMP-1 inhibitor: IMP-1 metallo-beta-lactamase inhibitors, primary screen, biochemical, epi-absorbance readout, Pseudomonas aeruginosa enzyme | metallo-beta-lactamase IMP-1 (Pseudomonas aeruginosa) | purified IMP-1, nitrocefin hydrolysis, epi-absorbance fluorescence | inhibition, % at 5.6 µM | actives 0.45% (n = 290,000) | AID 1556, 2009;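 active = inhibition above the mean plus 3 SD of all compounds in the same screening run, cut at about 4.5% in these data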;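 also: 0% = IMP-1 with DMSO and 100% = DMSO wells lacking enzyme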
#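 System: purified recombinant IMP-1 beta-lactamase. Medium: Zinc- and detergent-supplemented HEPES buffer, pH 7.1. Compound: one 5.6 µM dose […]. Schedule: 15 min preincubation plus 25 min reaction at 25 °C. Technique: Epi-absorbance fluorescence, 480 nm excitation, 530 nm emission.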
# NS3 helicase inh: inhibitors of HCV NS3 helicase, primary screen, biochemical, Cy5 molecular beacon fluorescence; Hepatitis C virus NS3 helicase; NS3 helicase DNA unwinding; inhibition, % at 10.9 µM; actives 0.56% (n = 290,000); AID 1800, 2009;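 active = inhibition above the mean of all tested compounds plus 3 SD, set per campaign, cut at about 35% in these data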;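 also: 0% = DMSO wells and 100% = thioflavine S control wells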
#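 System: Hepatitis C virus NS3 helicase domain fragment enzyme | Reagent: Annealed dual-labelled DNA beacon duplex, ATP-started | Compound dosing: 10.9 µM single point, 0.8% DMSO | Incubation: 1 h reaction at 25 °C, ATP-initiated | Technique: Cy5 fluorescence | Evaluation: Percent inhibition from t60/t0 fluorescence ratio | Benchmarks: Low DMSO, high thioflavine S at 110 µM | Replication: Singlicate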
# The depositor's hits bear a star; . = not tested or not shown. This is a random part of the collection. About 3.6% of those tested had a hit in this group.
SMILES,PfM18AAP inh,IDE act,FID counter,SUMO HTRF inh,p-CIP stab down,VIM-2 inh,IDE inh,IMP-1 inhibitor,NS3 helicase inh
CN(C)c1ccc(/C=N/N(CCO)C2=NS(=O)(=O)c3ccccc32)cc1,8.2,-33.4,-25.4,45.7,-5.8,42.4*,12.4,18.0*,-11.8
CC(C)c1nc2ccccc2n1CCC(=O)O,-4.5,-0.7,0.1,8.4,-12.1,-2.9,-7.4,-4.2,2.9
CCC(Cc1ccccc1)NCc1c(C(=O)O)c(C)n(Cc2ccccc2)c1C (configuration not stated),-9.6,2.0,-14.8,11.1,-1.4,-0.2,8.1,-1.8,-10.0
Cc1ccc(NC(=O)C2CCN(S(=O)(=O)c3cnc[nH]3)CC2)nc1,-2.8,-5.0,1.7,1.7,3.5,-1.2,3.4,-2.7,-1.1
O=S(=O)(c1ccc2c(c1)OCCO2)N(Cc1ccc(F)cc1)Cc1nnc(-c2cccs2)o1,-0.1,1.3,1.4,7.1,-1.5,0.5,6.0,-0.5,-4.0
COc1cc(OC)cc(C(=O)O/N=C(\N)c2cccc(C)c2)c1,-9.2,-1.5,-8.0,1.6,-7.3,0.1,3.5,-0.6,1.0
COc1ccc(-n2nnc3c(=O)n(CC(=O)Nc4cc(C)on4)cnc32)cc1OC,-0.2,4.6,-8.9,17.6,-18.6,-0.2,6.2,-2.6,0.5
Cc1ccccc1C(=O)c1c[nH]c(C(=O)NCc2ccco2)c1,9.5,2.4,-10.4,7.5,-5.3,-1.0,7.5,-2.3,4.6
O=C(Nc1ccc(Oc2ccc(NC(=O)c3ccco3)c(NC(=O)c3ccco3)c2)cc1)c1ccco1,6.0,0.4,-38.6,12.4,4.1,-2.1,-3.6,-3.2,28.6
Cc1cc(C(=O)C(=O)O)c(C)n1-c1ccc(Cl)cc1,-7.0,2.2,-1.2,12.7,9.5,0.5,2.5,-1.2,4.0
COc1ccc(/C=C/C(=O)OCC(=O)N2CC(=O)Nc3ccccc32)cc1S(=O)(=O)N1CCOCC1,-4.7,6.2,-32.6,4.7,-13.3,-1.6,-0.2,-1.3,-0.8
CC/C(=N/Nc1ccccc1)c1cnnc(SC)n1,-0.9,9.3,-1.6,-18.9,-1.3,-0.4,0.9,-1.9,1.0
NS(=O)(=O)c1ccc(-c2cccc(/C=C3\SC(=O)NC3=O)c2)cc1,5.1,2.0,-22.4,9.1,1.2,0.6,-0.7,-2.2,13.0
FC(F)c1nc2ccccc2[nH]1,-16.6,2.1,-2.0,8.0,-34.5,1.0,1.7,-1.3,1.9
Cn1c(=N)n(CC(=O)c2ccc(Cl)c(Cl)c2)c2ccccc21,-12.4,2.7,2.5,3.2,6.1,-0.7,8.7,0.2,-55.4
Cc1oc2c(CN3CCC(C)CC3)c(O)ccc2c(=O)c1-c1ccccc1,-13.1,-4.3,-4.2,42.5,-12.9,0.5,2.9,-1.6,0.9
O=C(CCn1c(=O)[nH]c2ccccc2c1=O)NCCCN1CCN(c2cccc(Cl)c2)CC1,-2.8,-1.4,9.8,24.9,-11.1,-0.9,2.1,-4.3,-21.8
CC(C)(C)OC(=O)N1CCCN(C(=O)Nc2ccc(C(F)(F)F)cc2)CC1,-8.8,.,-27.2,-13.3,4.1,-3.0,12.5,-3.2,8.0
CCOC(=O)c1c(CN2CCOCC2)n(-c2ccccc2)c2cc(Br)c(OC)cc12,-10.1,6.5,-6.6,-1.1,-6.8,-2.0,6.2,-3.1,6.7
COc1cc(OC)c(OC)cc1/C=C/C(=O)c1ccc(NS(=O)(=O)c2ccc(C)cc2)cc1,8.1,-11.6,-12.1,3.6,-20.4,-3.5,13.3,-2.4,-18.1

# Three compounds from above, limited to FID counter, IDE inh and NS3 helicase inh.
Molecule | FID counter | IDE inh | NS3 helicase inh
COc1ccc(-n2nnc3c(=O)n(CC(=O)Nc4cc(C)on4)cnc32)cc1OC | -8.9 | 6.2 | 0.5
Cc1ccccc1C(=O)c1c[nH]c(C(=O)NCc2ccco2)c1 | -10.4 | 7.5 | 4.6
O=C(Nc1ccc(Oc2ccc(NC(=O)c3ccco3)c(NC(=O)c3ccco3)c2)cc1)c1ccco1 | -38.6 | -3.6 | 28.6

# 2 of the compounds above, tab-delimited:
compound	PfM18AAP inh	IDE act	FID counter	SUMO HTRF inh	p-CIP stab down	VIM-2 inh	IDE inh	IMP-1 inhibitor	NS3 helicase inh
CCC(Cc1ccccc1)NCc1c(C(=O)O)c(C)n(Cc2ccccc2)c1C (configuration not stated)	-9.6	2.0	-14.8	11.1	-1.4	-0.2	8.1	-1.8	-10.0
Cc1ccc(NC(=O)C2CCN(S(=O)(=O)c3cnc[nH]3)CC2)nc1	-2.8	-5.0	1.7	1.7	3.5	-1.2	3.4	-2.7	-1.1

# Next section:
SMILES,PfM18AAP inh,IDE act,FID counter,SUMO HTRF inh,p-CIP stab down,VIM-2 inh,IDE inh,IMP-1 inhibitor,NS3 helicase inh
CCN(C(=O)CSc1nc2cc(C(=O)O)ccc2c(=O)n1Cc1ccccc1)c1ccccc1,0.3,4.7,-14.1,26.3,-3.0,1.7,1.8,-1.1,1.5
Cc1nn(C(=O)Cn2ccc([N+](=O)[O-])n2)c(C)c1Cl,-0.3,2.5,0.3,10.4,-5.8,-3.4,-1.4,-2.8,17.7
Cc1cc(C)cc(C(=O)OCC(=O)NC2CCCC2)c1,6.4,2.4,-21.1,16.4,-3.4,-4.7,0.4,-0.2,1.2
CCOC(=O)Cc1csc(NC(=O)CSc2nc(N)c3c(C)c(C)sc3n2)n1,-22.9,-10.9,-13.6,9.1,-10.9,1.2,0.4,0.4,-6.7
Cn1c(CNC(=O)c2ccco2)nnc1SCC(=O)N1CCN(c2ccccc2F)CC1,-2.8,5.5,-23.4,-11.3,-40.9,0.9,-2.1,1.4,15.6
